TR-FRET SRC-2 ct – TR-FRET signal artefacts, primary screen, artefact control for PPARgamma SRC-2 agonist project, biochemical | TR-FRET artefact counter-screen; stronger effect = higher value | hit rate 0.4% among 200,000 | TR-FRET ratio at 8 µM; in the data active = TR-FRET ratio above about 2000; also: inactives centre near 1500
S1P3 antag – S1P3 receptor antagonists, primary screen, cell-based | CHO S1P3 NFAT-BLA reporter, FRET fluorescence, antagonist mode | hit rate 0.27% among 170,000 | Sphingosine 1-phosphate receptor 3 (Homo sapiens), Q99500 | inhibition, % at 4.98 µM | AID 485, 2006;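 active = inhibition above the plate cutoff, the mean inhibition of test wells on that plate plus 3 SD, cut at about 28% in these data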;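 also: cells challenged with S1P at its EC80 of 0.8 µM; blue over green emission ratio from cleaved BLA substrate after 4 h stimulation; 0% = S1P-stimulated wells and 100% = unstimulated DMSO-only wells; some compounds past the cut are filed as inactive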
PPARg SRC-2 ag – agonists of PPARg-SRC-2 recruitment, primary screen, biochemical, HTS; PPARgamma LBD-SRC-2 recruitment; Peroxisome proliferator-activated receptor gamma (Homo sapiens), P37231; hit rate 0.34% among 200,000; AID 1032, 2008; activation, % at 8 µM; in the data active = activation above about 22%;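 also: 0% = vehicle and 100% = reference agonist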
Target sequence (P37231 whole entry, looked up, the tested form may be a part): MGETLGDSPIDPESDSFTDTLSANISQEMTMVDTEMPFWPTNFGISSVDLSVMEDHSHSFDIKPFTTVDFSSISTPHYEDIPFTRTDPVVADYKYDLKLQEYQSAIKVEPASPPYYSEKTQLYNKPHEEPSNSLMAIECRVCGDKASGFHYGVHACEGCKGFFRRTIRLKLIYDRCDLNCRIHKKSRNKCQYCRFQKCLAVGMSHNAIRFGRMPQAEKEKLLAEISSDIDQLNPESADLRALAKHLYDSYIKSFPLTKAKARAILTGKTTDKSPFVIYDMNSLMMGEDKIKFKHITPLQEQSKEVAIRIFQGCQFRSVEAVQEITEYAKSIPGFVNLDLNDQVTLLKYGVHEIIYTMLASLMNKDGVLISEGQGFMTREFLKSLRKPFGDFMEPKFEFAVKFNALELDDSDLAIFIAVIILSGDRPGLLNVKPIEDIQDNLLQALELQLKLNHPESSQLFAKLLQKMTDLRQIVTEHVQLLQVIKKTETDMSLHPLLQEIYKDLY
TLR4 MyD88 comp – inhibitors of TLR4-MyD88 association in cells, primary screen, cell-based, HeLa CL3-4, BLA complementation, FRET ratio; hit rate 0.18% among 200,000; inhibition, % at 8.4 µM; HeLa CL3-4 TLR4/MyD88 BLA complementation; Toll-like receptor 4 (Homo sapiens) + Myeloid differentiation primary response protein …; in the data active = inhibition above about 25%;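 also: 0% = vehicle and 100% = reference inhibitor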
ROMK primary – ROMK potassium channel modulators, primary screen, cell-based, thallium flux, MLSMR library. ATP-sensitive inward rectifier potassium channel 1 (Homo sapiens), P48048. Tet-inducible ROMK, thallium flux fluorescence; actives lie on both sides. B-score at 10 µM. hit rate 2% among 130,000. AID 1918, 2009;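 active = signal ratio slope over the read window, or its plate-corrected B-score, at least 3 SD from the plate mean, either direction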;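 also: B-score of the F/F0 ratio slope over 7 to 12 s after thallium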
Target sequence (P48048 whole entry, looked up): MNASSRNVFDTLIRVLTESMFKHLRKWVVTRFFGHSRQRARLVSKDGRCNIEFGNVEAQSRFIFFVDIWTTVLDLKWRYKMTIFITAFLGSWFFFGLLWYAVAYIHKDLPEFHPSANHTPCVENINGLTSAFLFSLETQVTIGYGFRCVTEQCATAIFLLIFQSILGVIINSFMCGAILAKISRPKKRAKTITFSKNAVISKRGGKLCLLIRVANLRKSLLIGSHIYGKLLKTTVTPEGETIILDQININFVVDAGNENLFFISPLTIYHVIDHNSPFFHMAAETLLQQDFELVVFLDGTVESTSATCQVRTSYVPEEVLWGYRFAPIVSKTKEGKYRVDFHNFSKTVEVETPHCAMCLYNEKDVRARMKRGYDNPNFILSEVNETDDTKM
STAT3 act – IL-6 driven STAT3 reporter potentiators, primary screen, U3A cells, luciferase, luminescence, MLSCN library | hit rate 0.91% among 190,000 | IL-6 STAT3-luciferase reporter; 100% = signal with IL-6 EC80 alone | activation (% of control), % at 5.6 µM;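 active = activation above the screen-wide mean of compound activation plus 3 SD, cut at about 130% in these data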;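 also: 0% = background luminescence of wells with medium and substrate only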
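Detection: reporter luminescence signal / Assay system: STAT1-lacking human U3A cells, STAT3 luciferase reporter / Incubation: compound pre-incubation 1 h before IL-6, then 6 h stimulation at 37 °C / Control set: IL-6-only high control / Read-out: % activation relative to IL-6 control / Probe or stimulus: Interleukin-6, 33 ng/mL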
STAT3 blocker – IL-6 driven STAT3 reporter inhibitors, primary screen, U3A cells, luciferase, luminescence, MLSCN library; IL-6 STAT3-luciferase reporter; host cell line lacks STAT1; inhibition, % at 5.5 µM; hit rate 0.89% among 190,000; AID 862, 2007;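 active = inhibition above the mean inhibition across all screened compounds plus 3 SD, cut at about 44% in these data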;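 also: 0% = DMSO only wells and 100% = 100 µM nifuroxazide control wells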
STAT1 inh – STAT1 signaling inhibitors, primary screen, cell-based, HTS, luciferase reporter; NIH 3T3 STAT1-luciferase reporter, IFN-gamma, luminescence; AID 920, 2007; inhibition, % at 5.5 µM; hit rate 0.35% among 200,000;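 active = inhibition above a set limit, the mean inhibition across all tested compounds plus 3 SD, cut at about 34% in these data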;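 also: 0% = IFN-gamma with DMSO and 100% = IFN-gamma with 300 µM nifuroxazide; values of inactives mirror those of a sister screen read the other way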
PPARg SRC-3 ag – PPARgamma agonists recruiting SRC-3 coactivator, primary screen, biochemical; Peroxisome proliferator-activated receptor gamma (Homo sapiens), P37231; biochemical PPARgamma/SRC-3 coactivator recruitment assay; activation, % at 8 µM; hit rate 0.26% among 200,000; AID 731, 2007; in the data active = activation above about 23%;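 also: 0% = DMSO and 100% = reference agonist; some compounds past the cut are filed as inactive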
PPARg SRC1 recr – PPARgamma agonists recruiting SRC-1 coactivator, primary screen, biochemical. Peroxisome proliferator-activated receptor gamma (Homo sapiens), P37231. PPARgamma-SRC-1 coactivator recruitment biochemical assay. activation, % at 8 µM. hit rate 0.41% among 200,000. AID 631, 2007; in the data active = activation above about 19%;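 also: 0% = DMSO and 100% = reference agonist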
RAM network inh – inhibitors of the yeast RAM network, primary screen, dse1pr::URA3 reporter, 5-FOA selection. hit rate 1.8% among 190,000. S. cerevisiae dse1pr::URA3 reporter, 5-FOA growth OD615, 2 d; analog-sensitive cbk1-as2 kinase mutant strain. AID 868, 2007. inhibition, % at 50 µM;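 active = inhibition above a set limit, 3 SD over mean compound inhibition, cut at about 8.4% in these data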;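 also: 0% = DMSO-only wells with no growth and 100% = 10 µM 1-NA-PP1 full growth; inhibition rescues growth on 5-FOA so higher OD means more RAM inhibition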
* hit, by the source's call; . = no result given.

SMILES | TR-FRET SRC-2 ct | S1P3 antag | PPARg SRC-2 ag | TLR4 MyD88 comp | ROMK primary | STAT3 act | STAT3 blocker | STAT1 inh | PPARg SRC-3 ag | PPARg SRC1 recr | RAM network inh
O=C(CCCN1C(=O)/C(=C/c2ccccc2Cl)SC1=S)NNC(=O)c1ccccc1 | 1389 | -4 | 5 | 6 | -0.34 | 67 | 40 | 14 | -4 | -1 | 1.1
Cc1ccc(C(=O)Nn2cnc3scc(-c4cccs4)c3c2=O)c(O)c1 | 1300 | . | -7 | 7 | -0.7 | 108 | -13 | 6 | -5 | 4 | 7.6
Cn1ncc(Br)c1C(=O)NC12CC3CC(CC(C3)C1)C2 | 1694 | -7 | -1 | 0 | 0.15 | 95 | 9 | -8 | 3 | 10 | -0.5
COc1ccc(OC)c(NC(=O)c2cc(-c3ccc(C)cc3O)n[nH]2)c1 | 1576 | 14 | 4 | 8 | 0.63 | 89 | 15 | -3 | 1 | 2 | 1.0
Cc1cc([N+](=O)[O-])ccc1NC(=O)Cc1ccc(F)cc1 | 1408 | -14 | -2 | -7 | . | 98 | 3 | -3 | 1 | -10 | 0.8
O=C(Oc1ccc2c(c1)OCO2)c1cc2c(s1)CCC2 | 1584 | -3 | -4 | 5 | . | 110 | -6 | 3 | -1 | 1 | 1.2
COc1ccccc1NC(=O)C1=C(C)NC2=C(C(=O)CCC2)C1c1ccc(C)o1 (stereo unspecified) | 1644 | 9 | 5 | 2 | . | 105 | 0 | 15 | -3 | 10 | 2.1
Cc1ccc(NC(=O)Nc2cccc([N+](=O)[O-])c2)cc1F | 1719 | 8 | 2 | -4 | . | 97 | 3 | -25 | 5 | 0 | 3.7
COCCNC(=O)C(c1ccncc1)N(Cc1ccccc1)C(=O)Cn1nnc2ccccc21 (stereo unspecified) | 1568 | -2 | 3 | 1 | -0.38 | 104 | 7 | -26 | 4 | -6 | -0.6
Cc1ccc(/C=C2\Oc3c(ccc(O)c3CN3CCN(CCO)CC3)C2=O)cc1 | 1625 | -9 | -3 | 17 | . | 104 | -1 | 5 | 5 | 2 | -1.2
N#CC1=C(N)NC(SCc2ccc(F)cc2)=C(C#N)C12CCCCC2 | 1465 | . | 5 | 20 | -2.7 | 90 | 14 | 5 | -9 | -15 | 4.2
COc1ccc(NC(=O)Cn2cc(C#N)c3ccccc32)cc1 | 1580 | -7 | 2 | 2 | -0.77 | 102 | 0 | 9 | 3 | 3 | 1.7
COc1ccc(C(=O)Nc2ccc(S(=O)(=O)Nc3nccc(C)n3)cc2)cc1OC | 1622 | . | 3 | 5 | 0.24 | 95 | 11 | 0 | 3 | 2 | -0.2
CCCS(=O)(=O)N1CCC(C(=O)N2CCC(Cc3ccccc3)CC2)CC1 | 1719 | -26 | 5 | -3 | 0.65 | 93 | 15 | 3 | 4 | -1 | 0.0
Cc1cccc(OCC(=O)N/N=C/c2ccc(N(C)C)cc2)c1 | 1762 | 1 | -9 | -7 | -0.059 | 112 | -9 | 4 | 1 | 8 | 0.7
CN1C(=O)c2ccccc2N(C)C1c1ccc2c(c1)OCO2 (stereo unspecified) | 1509 | -17 | 7 | 6 | . | 100 | 5 | 3 | 6 | -4 | 0.5
COc1ccc(-c2c(C)oc3ccc(C)cc23)cc1 | 1539 | . | 3 | 6 | 0.8 | 112 | -10 | 0 | 4 | -2 | 2.2
CC(Oc1ccccc1)C(=O)NNS(=O)(=O)c1ccc([N+](=O)[O-])cc1 (stereo unspecified) | 1563 | 2 | 3 | -21 | 0.62 | 97 | 6 | 14 | 4 | 12 | 0.1
CC(C)CC(OC(=O)c1ccco1)C(=O)NCC1CCCO1 (stereo unspecified) | 1496 | 8 | 2 | -20 | . | 98 | 12 | 8 | -4 | 6 | -0.3
CC(=O)N1[C@H](Cc2ccccc2)C=C[C@]1(C)C(=O)NCc1ccccn1 | 1471 | -11 | 7 | -6 | 0.28 | 103 | -6 | 3 | 5 | 0 | 0.1
CCOc1ccccc1CN(CCc1ccc2c(c1)OCO2)Cc1ccccn1 | 1469 | 25 | -6 | -4 | -0.81 | 103 | 0 | -2 | -2 | 0 | 1.2
Cc1ccc(/C=N/NC(=O)c2ccncc2)o1 | 1621 | -10 | 5 | -9 | 1.2 | 94 | 5 | -2 | 2 | 6 | 2.3
Cc1cc(Nc2ccc(Cl)cc2)n(-c2ccccc2)n1 | 1603 | . | -2 | 13 | -2.3 | 100 | 1 | 8 | -3 | 4 | -0.9
Cc1cc(C)n(-c2c(F)c(F)c(COC(=O)c3ccccc3)c(F)c2F)n1 | 1643 | . | 6 | -20 | -0.65 | 105 | -6 | 0 | -3 | 4 | 0.5
Cc1ccc(-n2c(O)c(C=NC3CCS(=O)(=O)C3)c3ccccc3c2=O)cc1 (stereo unspecified) | 1648 | . | 1 | -5 | . | 93 | 12 | 5 | 0 | -1 | 0.4
Cn1nc(-c2ccccc2)c(C(=O)Nc2ccc(C(F)(F)F)cc2)c1Cl | 1625 | . | 1 | 6 | . | 95 | 15 | -1 | 32* | 5 | 5.7
O=C(C[n+]1cccc(CNC(=O)c2ccc(OC(F)F)cc2)c1)Nc1ccc(SC(F)F)cc1 | 1631 | -8 | 13 | -19 | -4* | 95 | 6 | -3 | 4 | 6 | 0.0
CC1=C(C(=O)Nc2ccc([N+](=O)[O-])cc2)C(c2cccc(C(F)(F)F)c2)NC(=S)N1c1ccccc1 (stereo unspecified) | 1617 | . | 6 | -12 | 0.17 | 94 | 7 | -11 | 8 | 2 | 3.0
c1cc(-c2noc(CC3CCCCC3)n2)ccn1 | 1649 | -1 | 5 | 3 | . | 102 | 2 | -11 | 8 | 1 | 0.1
COCCCNC(=O)c1cccc(OC)c1OC | 1501 | -10 | 2 | -7 | . | 102 | 3 | 0 | -5 | 1 | 0.5
COc1ccc(-c2cn3c(C)c(C(=O)NCCN4CCOCC4)sc3n2)cc1 | 1627 | -1 | 9 | -5 | 0.14 | 132 | -34 | -1 | 1 | 3 | 1.7
CC1CC(C)CN(C(=O)COc2ccc([N+](=O)[O-])cc2Cl)C1 (stereo unspecified) | 1462 | 0 | 4 | -10 | -0.96 | 94 | 12 | -6 | 1 | 3 | 2.6
Cc1ccc2c(c1)N(CC(=O)NCCc1c[nH]c3ccccc13)C(=O)CO2 | 1683 | -11 | -6 | -3 | -1.2 | 112 | -10 | 6 | 4 | 2 | 1.0
Cc1ccc(C(=O)C(C(=O)/C=C/c2ccccc2)=C2SCCCS2)cc1 | 1519 | . | 20 | 6 | -2.1 | 95 | 9 | 27 | 22 | 4 | 5.3
CCOC(=O)N1CCN(C(=O)c2ccc3nc4cc(Cl)ccc4c(=O)n3c2)CC1 | 1516 | . | 4 | 1 | . | 92 | 12 | -3 | -1 | -1 | .
NNc1ncnc2sc3c(c12)CCC3 | 1690 | -21 | 6 | -14 | 2.2 | 139* | -40 | 19 | 3 | 5 | 1.4
Cc1cc(C)nc(/N=C(\N)Nc2ccc(S(=O)(=O)Nc3nccc(C)n3)cc2)n1 | 1559 | -14 | -2 | 11 | 0.38 | 103 | -2 | -8 | 2 | 11 | -0.8
Cc1ccc(NC(=O)Cc2cn3ccsc3n2)nc1 | 1584 | -1 | 5 | 11 | . | 102 | 4 | 2 | -3 | 6 | 0.9
COc1ccc(NS(=O)(=O)c2cc(NC(=O)[C@@H](NC(=O)c3ccccc3)C(C)C)ccc2C)cc1 | 1789 | -2 | 3 | 17 | -0.04 | 96 | 8 | 5 | -1 | 4 | 8.6*
O=C(CN1C(=O)c2ccccc2S1(=O)=O)NCCSCc1ccco1 | 1592 | . | -1 | -10 | -0.46 | 102 | 2 | -6 | 3 | 8 | 1.1
O=C(Cn1ccc([N+](=O)[O-])n1)NCc1cccs1 | 1509 | . | -2 | 16 | -0.1 | 98 | 10 | 0 | 11 | 1 | 0.4
CCNC(=S)NNC(=O)C(c1ccccc1)c1ccccc1 | 1635 | . | 3 | -7 | . | 103 | 7 | 4 | -1 | 1 | 1.4
CCN(CC)c1ccc(-c2nn3c(-c4ccccc4OC)nnc3s2)cc1 | 1472 | 24 | 5 | -9 | 3.9* | 136* | -38 | -19 | -2 | 1 | 1.6
CC1(C)CC2CC(C)(CN2C(=O)c2cccs2)C1 (stereo unspecified) | 1601 | 25 | 19 | 6 | . | 96 | 8 | -1 | 3 | 6 | 0.1
Cc1cccc(OCC(=O)N2CCOCC2)c1 | 1492 | -19 | 3 | 9 | 1.8 | 108 | 0 | -5 | 0 | -2 | 1.0
CCC(=O)Nc1nnc(-c2ccc(OC)cc2)o1 | 1579 | -11 | -5 | 23 | . | 99 | 6 | 2 | 0 | -5 | 0.6
COCC(C)NC(=O)CCc1nnc(C2(c3ccc(Cl)cc3)CCC2)o1 (stereo unspecified) | 1443 | -3 | -3 | -2 | 0.47 | 103 | 2 | -30 | -3 | 8 | 1.0
O=CNc1ccccc1Oc1ccccc1 | 1648 | -16 | 4 | 0 | . | 99 | 5 | -3 | 3 | 4 | 0.6
CCOC(=O)CSc1nnc(CCCCCN2C(=O)c3cccc4cccc(c34)C2=O)o1 | 1470 | -5 | 7 | -3 | -1 | 98 | 2 | 2 | 1 | -1 | 11*
COc1ccc(NC(=O)/C(=C/c2cccnc2)NC(=O)c2cccs2)cc1 | 1536 | -10 | 0 | -6 | 0.03 | 98 | 6 | 0 | 3 | 2 | 0.0
O=C(CSc1ncnc2sc3c(c12)CCCC3)c1ccco1 | 1578 | -6 | -6 | -4 | 0.45 | 99 | 8 | 4 | 6 | -2 | 0.1
